Screening results as filed in PubChem BioAssay.
IAP activation: activators of mouse IAP, confirmation, biochemical, luminescence, single concentration (AID 434970). purified mouse IAP, CDP-Star luminescence, 30 min; active compounds read low. activity change, negative = activation, % at 10 µM. actives 2.9% (n = 11,000); in the data active = activity change below about -85%;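 note: percent relative to enzyme plus DMSO wells and wells without enzyme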
IAP activation Fold change: also measured in IAP activation; calls as there; activation factor; measured here: IAP activation factor; active compounds read high;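 fold luminescence change scaled to plate control wells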
Starred values were filed as active, the others as inactive. A portion of the library; the hit share may differ from the screen's.

IAP activation | IAP activation Fold change | Structure
-7.1 | 1.07 | CCOc1ccc(NC(=O)N2CCC(C(=O)c3ccc(F)cc3)CC2)cc1
-1.2 | 1.01 | Cc1ccc(NC(=O)Cn2cccc2)c(C)c1
-13.3 | 1.13 | COCCCNC(=O)C[C@H]1C[C@H](C(=O)N2CCOCC2)[C@@]2(CCC3CCCC3)c3[nH]c4cc(-c5ccco5)ccc4c3CCN2C1=O
80.9 | 0.192 | O=C1CC(c2ccc(O)c(O)c2)Oc2c1ccc(O)c2O (configuration not stated)
-0.7 | 1.01 | CCOc1ccccc1NC(=S)/C(=C(\[O-])c1ccc2c(c1)OCCO2)[n+]1ccc(CC)cc1
2.5 | 0.974 | OC(CN1c2ccccc2Sc2ccccc21)Cn1nnc2ccccc21 (configuration not stated)
4.8 | 0.952 | CSc1ccc(CN(C)CC(=O)NC(=O)NC(C)(C)C)cc1
-0.6 | 1.01 | Nc1nncn1C(=O)CCCN1C(=O)c2ccccc2C1=O
-4.7 | 1.05 | CCN(CC)C(=O)[C@H]1C[C@H](CC(=O)NCCc2ccccn2)C(=O)N2CCc3c([nH]c4ccc(Cl)cc34)[C@]12C
-5.8 | 1.06 | CCO/C(C)=C1\N=C(c2ccc(Cl)cc2)OC1=O
2.8 | 0.972 | CCOC(=O)N1CCC(NC(=O)c2ccc(OC)c(CN3CC(=O)N4CCCC4C3=O)c2)CC1 (configuration not stated)
-72.3 | 1.72 | C[C@]12c3[nH]c4cc(-c5ccco5)ccc4c3CCN1C(=O)[C@@H](CC(=O)NCC13CC4CC(CC(C4)C1)C3)C[C@@H]2C(=O)N1CCCCC1

Later entries
IAP activation | IAP activation Fold change | Structure
0.8 | 0.992 | CC1CN(c2cc(-c3ccccc3)c3ccccc3n2)CC(C)O1 (configuration not stated)
-8.7 | 1.09 | COc1cccc(NC(=O)CCN2CCN(c3ccccc3F)CC2)c1
6.7 | 0.933 | COc1cc2c(cc1OC)C(C(=O)NCC1COc3ccccc3O1)C(c1cccnc1)N(C)C2=O (configuration not stated)
-1.9 | 1.02 | OCCCn1c(-c2ccccc2)n[nH]c1=S
-10.3 | 1.1 | Cc1ccc(S(=O)(=O)N2CCN(C(=O)CSc3nc4ccccc4c(=O)[nH]3)CC2)c(C)c1
-15.9 | 1.16 | Cc1cc(C)cc(NC(=O)Nc2ccc(N3CCCCC3)cc2)c1
2.3 | 0.977 | CC1Cc2ccccc2N1S(=O)(=O)c1cnc[nH]1 (configuration not stated)
-3.8 | 1.04 | CS(=O)(=O)N(CCc1ccccc1)CC(=O)N1CCCCC1
-13.2 | 1.13 | O=C(C(c1ccccc1)c1ccccc1)N1CCCc2ccccc21
8.2 | 0.918 | COc1cc(OC)c2c(c1)OC(=O)CC2c1cc(OC)c(OC)c(OC)c1 (configuration not stated)
-94.3 | 1.94 | Cc1cccc(NC(=O)Nc2cccc(Oc3c(F)c(F)c(F)c(F)c3F)c2)c1
-99.1* | 1.99* | CCc1cc(Cn2nc(-c3ccccc3)cc2C(=O)NCc2ccccc2OC)on1

Some of the entries above, reformatted.
Every second line gives: IAP activation	IAP activation Fold change
O=C(C(c1ccccc1)c1ccccc1)N1CCCc2ccccc21
→ -13.2	1.13
OCCCn1c(-c2ccccc2)n[nH]c1=S
→ -1.9	1.02
Cc1ccc(S(=O)(=O)N2CCN(C(=O)CSc3nc4ccccc4c(=O)[nH]3)CC2)c(C)c1
→ -10.3	1.1
COc1cc2c(cc1OC)C(C(=O)NCC1COc3ccccc3O1)C(c1cccnc1)N(C)C2=O (configuration not stated)
→ 6.7	0.933
COc1cc(OC)c2c(c1)OC(=O)CC2c1cc(OC)c(OC)c(OC)c1 (configuration not stated)
→ 8.2	0.918
CCc1cc(Cn2nc(-c3ccccc3)cc2C(=O)NCc2ccccc2OC)on1
→ -99.1*	1.99*
Cc1cccc(NC(=O)Nc2cccc(Oc3c(F)c(F)c(F)c(F)c3F)c2)c1
→ -94.3	1.94

(next part)
IAP activation | IAP activation Fold change | Structure
8.4 | 0.915 | CCc1ccc(NC(=O)C(C)OC(=O)CCC(=O)c2cccs2)cc1 (configuration not stated)
8.1 | 0.919 | COC(=O)[C@@]1(Cc2ccccc2)[C@H]2C(=O)N(Cc3ccccc3)C(=O)[C@H]2[C@H]2CN=C(SCc3ccccc3)N21
-12.9 | 1.13 | Cc1cc(C)cc(NC2=NCC(=O)N2Cc2ccccc2)c1
2.8 | 0.972 | CCOC(=O)c1nc2cc3n(c(C)c-2c1C)C(C)C(CC)=C3C (configuration not stated)
8.1 | 0.919 | NC(=O)CS(=O)(=O)c1nc2ccccc2n1Cc1ccccc1F
6.7 | 0.933 | C=CCNc1nc(C2(C)CC3(CC(C)OC3=O)C(=O)O2)cs1 (configuration not stated)
3.8 | 0.962 | Cn1c(COc2ccc3ccccc3c2)nnc1SCC(N)=O
7.1 | 0.929 | COc1ccc(-c2cccc(-c3cc(=O)oc4cc(OC)c(OC)c(OC)c34)c2)cc1
4.8 | 0.952 | COCCNc1nnc(SCC(=O)N2CCN(S(=O)(=O)c3ccccc3)CC2)s1
3.0 | 0.97 | C#CC1(O)CC(C)N(C)C(C)C1 (configuration not stated)
2.5 | 0.974 | COc1ccccc1Nc1nc(N)nc(CSc2ncccn2)n1
0.4 | 0.996 | CCOc1ccc(N2C(=O)CC(SC(=NC)Nc3ccc4c(c3)OCO4)C2=O)cc1 (configuration not stated)

Entries listed so far with a halogen (six):
IAP activation | IAP activation Fold change | Structure
-7.1 | 1.07 | CCOc1ccc(NC(=O)N2CCC(C(=O)c3ccc(F)cc3)CC2)cc1
-4.7 | 1.05 | CCN(CC)C(=O)[C@H]1C[C@H](CC(=O)NCCc2ccccn2)C(=O)N2CCc3c([nH]c4ccc(Cl)cc34)[C@]12C
-5.8 | 1.06 | CCO/C(C)=C1\N=C(c2ccc(Cl)cc2)OC1=O
-8.7 | 1.09 | COc1cccc(NC(=O)CCN2CCN(c3ccccc3F)CC2)c1
-94.3 | 1.94 | Cc1cccc(NC(=O)Nc2cccc(Oc3c(F)c(F)c(F)c(F)c3F)c2)c1
8.1 | 0.919 | NC(=O)CS(=O)(=O)c1nc2ccccc2n1Cc1ccccc1F

Continued:
IAP activation | IAP activation Fold change | Structure
-10.8 | 1.11 | Fc1ccccc1N1CC(c2ccccc2)C(c2cccs2)=N1 (configuration not stated)
-40.7 | 1.41 | S=C(NCCSCc1c(Cl)cccc1Cl)Nc1ccccc1
-9.5 | 1.1 | COc1ccc(Oc2ccccc2/C=C/C(=O)O)cc1
-83.2 | 1.83 | C[C@H](CO)N1C[C@H](C)[C@@H](CN(C)S(C)(=O)=O)Oc2ccc(NC(=O)Nc3ccc(C(F)(F)F)cc3)cc2C1=O
-8.2 | 1.08 | CC12CCC(=O)N1C(C(=O)O)Cc1c2[nH]c2ccccc12 (configuration not stated)
55.7 | 0.444 | O=C(NN1C(=O)/C(=C/c2ccc(O)cc2)SC1=S)c1ccccc1O
-183.1* | 2.83* | CCn1ncc(CN2CCC(C(=O)Nc3cccc(-c4cccc(F)c4)c3)CC2)c1C
7.9 | 0.921 | CCC(C)(C)n1nnnc1CN1CCN(c2nc3ccc(C)cc3cc2C#N)CC1
4.1 | 0.959 | CCOC(=O)C1=C(C)N(C[C@@H]2CC[C@@H](Cc3ccc4cc(OC)ccc4c3)O2)C(=O)NC1c1ccccc1 (some centres not stated)
10.4 | 0.897 | O=C(CC1N=C2c3ccccc3N=C(SCc3ccc(F)cc3)N2C1=O)NCc1ccco1 (configuration not stated)
63.0 | 0.369 | CCn1c(SCC(=O)c2ccc(O)c(O)c2)nnc1-c1ccccc1OC
10.6 | 0.894 | Cc1cc(C)c(NC(=O)C2CCCN2C(=O)NC2CCCCC2)c(C)c1 (configuration not stated)

Following part:
IAP activation | IAP activation Fold change | Structure
62.5 | 0.376 | Cc1cc(O)c(C=O)c2c1C(=O)Oc1c(CO)c(O)c3c(c1O2)C(O)OC3=O (configuration not stated)
10.1 | 0.899 | CCOC(=O)N1CCN(C(=O)c2cc(S(=O)(=O)N3CCCC3)cn2C)CC1
4.8 | 0.952 | CCCCN1CC[C@@H]2C=CC[C@H](C(=O)OC)[C@@H]2C1=O
-0.9 | 1.01 | CCc1ccccc1NC(=S)NC1CC2CCCC(C1)N2Cc1cccs1 (configuration not stated)
-4.6 | 1.05 | CCOC(=O)C1(CC)NC(c2ccco2)C2C(=O)N(c3ccc(C)cc3)C(=O)C21 (configuration not stated)
2.8 | 0.972 | CSCCC1C(=O)OC2(C)CC(C)(C)NC(=S)N12 (configuration not stated)
-5.3 | 1.05 | C=C(C)C(=O)OCCCCCCOc1ccc(C(=O)O)cc1
6.1 | 0.939 | CC(C)CC(NC(N)=O)C(=O)OCC(=O)NC(=O)NC1CCCC1 (configuration not stated)
1.6 | 0.984 | CCCNS(=O)(=O)c1ccc(OCC(=O)NCCCOC)cc1
-8.2 | 1.08 | O=C(Nc1ccccn1)c1ccc(COc2ccccc2Cl)o1
0.5 | 0.995 | CCn1cc([N+](=O)[O-])c(C(=O)N2N=C(c3ccc4ccccc4c3)CC2c2cc(Br)ccc2O)n1 (configuration not stated)
-10.6 | 1.11 | Cc1ccc(Cl)cc1N1CCN(C(=O)CCC(=O)O)CC1

(listing goes on)
IAP activation | IAP activation Fold change | Structure
9.1 | 0.909 | O=C(c1ccco1)N1CCN(C(=O)C2CCN(S(=O)(=O)c3cnc[nH]3)CC2)CC1
5.2 | 0.948 | Cc1cc(C)n2nc(C(=O)OCCOc3ccc(Br)cc3)nc2n1
9.1 | 0.909 | N#CCSc1nnc(CNc2ccc(F)cc2)o1
-0.6 | 1.01 | Cc1ccc(-n2nnnc2SC(C)C(N)=O)c(C)c1 (configuration not stated)
8.1 | 0.919 | COc1ccc(C2NC(C(=O)O)Cc3c2[nH]c2ccccc32)cc1OC (configuration not stated)
-10.4 | 1.1 | CCOC(=O)c1nnn(CC(=O)N2N=C(c3ccccc3)CC2c2ccccc2)c1C(=O)OCC (configuration not stated)
-12.4 | 1.12 | N#Cc1cc2c(nc1SCC(=O)O)CCCC2
6.8 | 0.932 | CC(=O)c1c(C(C)=O)c(C)n(-c2ccc(N)c(C)c2)c1C
12.4 | 0.877 | Clc1ccc(-n2nnnc2-c2cnc(-c3ccncc3)nc2-c2cccs2)cc1
-5.1 | 1.05 | CCOC(=O)c1c(NC(=O)CN2CCOCC2)sc2c1CCCC2=O
-10.9 | 1.11 | Nc1ncnc2c1ncn2[C@@H]1O[C@H](CNC(=O)[C@H](N)Cc2cscn2)[C@@H](O)[C@H]1O
-1.8 | 1.02 | CC1(C)CC(=O)c2cc(OCC(=O)NCCN3CCOCC3)ccc2O1

Next results follow.
IAP activation | IAP activation Fold change | Structure
-76.2 | 1.76 | O=C(Nc1ccccc1-c1ccccc1)NC1CC2CCCC(C1)N2CCc1ccccc1 (configuration not stated)
7.1 | 0.929 | CN(C)C(=O)CCc1ccc2c3c([nH]c2c1)[C@]1(C)[C@@H](C(=O)N2CCCCC2)C[C@H](CC(=O)NCCc2ccccn2)C(=O)N1CC3
12.8 | 0.873 | CC(=O)c1cccc(NC(=O)CCS(=O)(=O)c2cccc3nsnc23)c1
-4.8 | 1.05 | CCOC(=O)N1CCN(C(=O)C(NC(=O)C2CCC(C)CC2)C(C)C)CC1 (configuration not stated)
4.2 | 0.958 | Cn1c2c(c(=O)n(C)c1=O)CN(CCc1ccccc1)CN2
1.8 | 0.982 | COc1ccc(/C=C(\NC(=O)c2ccc(OC)c(OC)c2)C(=O)NCCc2c[nH]c3ccccc23)cc1
11.9 | 0.881 | CCCCCn1c(=O)[nH]c2cc(C(=O)N3CCN(Cc4ccc5c(c4)OCO5)CC3)ccc2c1=O
59.3 | 0.406 | N#CC1=C2SCN(c3ccc(F)cc3)CN2C(=O)CC1c1cccc(F)c1 (configuration not stated)
-5.2 | 1.05 | Cn1c(SCc2nc3ccccc3n2CCO)nc2ccccc21
1.7 | 0.982 | Cc1ccnc(SCC(=O)N2CCN(c3cccc(Cl)c3)CC2)n1
-5.8 | 1.06 | CCCn1nnnc1SCC(=O)N1CCCc2ccccc21
15.5 | 0.845 | OCCN1CCN(C(=S)c2ccc(Cl)c(Cl)c2)CC1

Next section.
IAP activation | IAP activation Fold change | Structure
-8.7 | 1.09 | O=C(Oc1cccc2cccnc12)c1cccc(-n2cnnn2)c1
1.1 | 0.988 | Cc1cc(NC(=O)c2ccc(Br)c(S(=O)(=O)N3CCCC3)c2)no1
65.4 | 0.346 | N=C1S/C(=C\c2ccco2)C(=O)N1c1nccs1
7.4 | 0.925 | Cc1ccccc1OCC(=O)N/N=C/c1ccc(Sc2nc3ccccc3s2)o1
6.2 | 0.938 | CC(C)(C)n1nnnc1C(c1ccc(Cl)cc1)N1CCCc2ccccc21 (configuration not stated)
4.0 | 0.96 | CN1CCN(S(=O)(=O)c2ccc(SCCOc3ccccc3)nc2)CC1
0.9 | 0.992 | CN(C)S(=O)(=O)Oc1cccc(C(=O)Nc2ccc(Cl)cc2)c1
9.4 | 0.906 | Cc1ccc(-c2nc3ccccc3[nH]2)cc1NC(=O)c1sc2ccccc2c1Cl
7.4 | 0.925 | CS(=O)(=O)N1CCC(NC(=O)Cc2ccccc2)CC1
12.6 | 0.875 | CC(Oc1ccc(-c2ccccc2)c(F)c1)c1ccn(S(=O)(=O)c2ccc(Br)cc2)n1 (configuration not stated)
-4.2 | 1.04 | Cn1c(=O)c2c(ncn2CC(=O)Nc2ccc(N3CCOCC3)cc2)n(C)c1=O
2.9 | 0.971 | COc1ccc(C(=O)Nc2ccccc2C(=O)N/N=C/c2ccccc2OC)cc1

The list goes on.
IAP activation | IAP activation Fold change | Structure
9.7 | 0.903 | C=CCC(C)(NCc1ccccc1)c1ccccc1 (configuration not stated)
1.0 | 0.99 | COCCN(CC(=O)NCc1ccc2c(c1)OCO2)C(=O)CCC(=O)Nc1nccs1
28.1 | 0.719 | COc1ccc(OCC(=O)NNC(=O)c2ccccn2)cc1
-1.5 | 1.01 | CC(C)CC(NC=C1C(=O)OC(C)(C)OC1=O)C(=O)O (configuration not stated)
-141.8* | 2.42* | CCCc1c(NC(=O)Nc2ccc(F)cc2)cnn1-c1ccc(Cl)cc1
-7.1 | 1.07 | Cc1ccc(S(=O)(=O)N2C[C@@H]3[C@H]4CC[C@H](C4)[C@@H]3[C@@H](C)[C@H]2c2ccn(Cc3ccccc3)c2)cc1
6.5 | 0.935 | CCOc1ccc(N2C(=O)CC(Sc3ncccn3)C2=O)cc1 (configuration not stated)
68.1 | 0.319 | Cc1nc(N)sc1-c1csc(Nc2ccc(S(N)(=O)=O)cc2)n1
